Source: PubChem
CRFR2-BP ag: agonists of CRF-BP/CRF-R2 complex, primary screen, cell-based, HEK293, calcium dye fluorescence, uHTS | calcium dye fluorescence (FLIPR); percent of saturating CRF peptide response | activation, % at 13.2 µM | actives 0.46% (n = 350,000) | CRF-binding protein / CRF receptor 2 complex (human) | AID 588473, 2011;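 active = activation of at least 50%, plus an integration ratio under a set limit after plate pattern correction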;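 note: plate controls were neutral control wells without compound for no effect and CRF at EC100 for full effect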
GalR3 antagonist: GalR3 antagonists in HEK293 cells, primary screen, cell-based, fluorescence readout. Galanin receptor type 3 (Homo sapiens), O60755. HEK293 GalR3-CNG cAMP membrane potential fluorescence; galR3 body fused to GalR1 C-terminus. inhibition, % at 3 µM. actives 0.44% (n = 360,000). AID 651719, 2012;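 active = inhibition above the screen-wide average plus 3 SD, cut at about 13% in these data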;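 note: forskolin and galanin both at EC90 stimulate the cells; cAMP rise reported by CNG channel membrane potential dye signal; 0% = forskolin plus galanin with DMSO and 100% = forskolin alone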
IDE act: human IDE activators in live cells, primary screen, fluorescence polarization, HEK cells, FAbeta-B substrate | actives 0.073% (n = 340,000) | FAbeta-B cleavage; 0% vehicle, 100% cell-free pure enzyme wells | activation, % at 5.96 µM;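 active = activation above the mean of all tested compounds plus 3 SD, set per screening campaign, cut at about 17% in these data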
Target sequence (P14735 whole entry, looked up): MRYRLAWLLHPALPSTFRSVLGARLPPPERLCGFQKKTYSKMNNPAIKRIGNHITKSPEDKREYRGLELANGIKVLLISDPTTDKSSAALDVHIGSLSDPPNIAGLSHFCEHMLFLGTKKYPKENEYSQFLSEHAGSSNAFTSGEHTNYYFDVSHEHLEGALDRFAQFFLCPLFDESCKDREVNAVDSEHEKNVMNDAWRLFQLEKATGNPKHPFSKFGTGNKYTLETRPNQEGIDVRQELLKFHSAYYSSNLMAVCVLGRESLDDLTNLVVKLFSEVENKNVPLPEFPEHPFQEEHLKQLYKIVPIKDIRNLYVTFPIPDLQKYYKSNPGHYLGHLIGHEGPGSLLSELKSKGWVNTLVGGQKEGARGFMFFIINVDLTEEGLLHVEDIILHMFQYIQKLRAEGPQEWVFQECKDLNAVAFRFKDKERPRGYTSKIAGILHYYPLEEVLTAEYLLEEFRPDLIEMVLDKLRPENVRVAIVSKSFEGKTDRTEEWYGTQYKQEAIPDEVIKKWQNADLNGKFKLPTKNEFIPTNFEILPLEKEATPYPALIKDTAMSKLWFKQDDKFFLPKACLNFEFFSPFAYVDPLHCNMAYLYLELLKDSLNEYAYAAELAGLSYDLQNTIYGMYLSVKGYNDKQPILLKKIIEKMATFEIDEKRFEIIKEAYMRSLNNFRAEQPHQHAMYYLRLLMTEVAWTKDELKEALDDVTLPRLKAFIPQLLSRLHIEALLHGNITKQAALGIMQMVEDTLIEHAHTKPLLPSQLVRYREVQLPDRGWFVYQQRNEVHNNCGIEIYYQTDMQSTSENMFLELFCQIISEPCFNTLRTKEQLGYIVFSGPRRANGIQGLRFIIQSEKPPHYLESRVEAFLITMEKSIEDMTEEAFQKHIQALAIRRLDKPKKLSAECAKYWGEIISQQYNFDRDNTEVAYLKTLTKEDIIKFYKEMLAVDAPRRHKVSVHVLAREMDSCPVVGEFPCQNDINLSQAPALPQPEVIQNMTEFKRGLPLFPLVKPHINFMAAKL
CHRM4 PAM: human M4 muscarinic receptor positive allosteric modulators, primary screen, CHO-K1 cells, Fluo-8 calcium fluorescence; Muscarinic acetylcholine receptor M4 (Homo sapiens), P08173; actives 0.4% (n = 360,000); activation, % at 3 µM; CHO-K1 hM4/Gqi5, ACh EC20; 0% = ACh EC20, 100% = maximal ACh;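 active = activation above its plate's cutoff, the mean activation of sample wells plus 3 SD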; note: some results filed as inactive read as strong as hits
IDE inh: human IDE inhibitors in live cells, primary screen, fluorescence polarization, HEK cells, FAbetaB substrate | actives 0.41% (n = 320,000) | FAbetaB cleavage | inhibition, % at 5.59 µM | AID 434962, 2010 | Insulin-degrading enzyme (Homo sapiens), P14735;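 active = percent inhibition above the average of all tested compounds plus 3 SD, set per screening campaign, cut at about 16% in these data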;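 note: IDE supplied by intact live HEK cells; FP after avidin binding of uncleaved biotin substrate so inhibition keeps polarization high; 0% = DMSO wells and 100% = 60 µM reference IDE inhibitor Ii1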
MEKK3 PB1 HTS: modulators of MEKK3-MEK5 PB1 binding, primary screen, biochemical, wildtype MEKK3, multiplex bead flow cytometry, Alexa488-MEK5; binding response (% of control), % at 10 µM; actives 1.4% (n = 290,000); Mitogen-activated protein kinase kinase kinase 3 (Homo sapiens), Q99759; bead-based flow cytometry, Alexa488-MEK5 binding to MEKK3; actives lie on both sides; 0 = blocked by unlabeled MEK5, 100 = vehicle;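 active = binding response more than 3 SD above or below the average of its plate-row segment, actives on both sides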;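 note: Alexa488 bead fluorescence after subtracting the streptavidin-only scavenger bead signal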
CRFR2-BP antag: antagonists of CRF-BP/CRF-R2 complex, primary screen, cell-based, HEK293, calcium dye fluorescence, uHTS; actives 0.59% (n = 350,000); AID 588475, 2011; CRF-induced calcium fluorescence; inhibition, % at 11.8 µM;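 active = inhibition of the ligand-induced calcium signal above about 50% at the single tested concentration, limit read from the data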
p-CIP stab down: p/CIP-EGFP fusion destabilizers, primary screen, fluorescence, F442A cells; Q05BA5; 16 h; decrease of EGFP signal, % at 10 µM; actives 0.01% (n = 290,000);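 active = EGFP signal decrease of at least 30% at 10 µM or well 3 SD below plate mean, unless failing retest; inactive = the rest, including hits failing retest or dose response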; note: some compounds called inactive have numbers as strong as hits; many of its hits are not listed in these tables
PHOSPHO1 inh: PubChem AID 1565 | inhibition, % at 13.3 µM | recombinant PHOSPHO1, absorbance phosphatase assay | actives 1.1% (n = 290,000) | Phosphoethanolamine/phosphocholine phosphatase (Homo sapiens), Q8TCT1; in the data active = inhibition above about 60%
Starred values were filed as active, the others as inactive; x = not tested or not shown. Compounds as they come. Share with any hit: about 4.2%.

CRFR2-BP ag	GalR3 antagonist	IDE act	CHRM4 PAM	IDE inh	MEKK3 PB1 HTS	CRFR2-BP antag	p-CIP stab down	PHOSPHO1 inh	mol
2.6	-4.0	-2.6	0.5	x	x	-12.4	x	x	O=C1C[C@H]2CCCCC(=O)N3CC[C@@H](C1)[C@@H]23
-1.1	-3.8	-0.5	3.6	-7.2	102.0	9.9	2.6	8.9	CC1=C(n2nnc3ccccc32)C(c2ccccc2)C(C#N)=C(N)O1 (stereo unspecified)
13.0	-1.7	2.1	0.1	-4.4	98.0	-6.8	6.0	6.4	CC(C)CCN(CCC(C)C)C(CO)(CO)CO
-5.1	5.7	-0.3	10.2	9.2	107.0	23.8	-2.2	14.8	CCOC(=O)C1CCCN(CC(=O)Nc2c(F)c(F)c(F)c(F)c2F)C1 (stereo unspecified)
7.9	-2.5	3.9	6.5	x	x	4.1	x	x	C[C@@H]1C(c2cccc(Cl)c2)=NN(c2ccccc2)[C@H]1C(=O)N1CCOC1=O
0.8	-10.6	1.2	-0.9	0.4	105.0	-9.1	-5.1	43.7	CCOC(=O)N1CCN(C(=O)C(=O)Nc2sc3c(c2C(N)=O)CC(C)(C)OC3)CC1
-0.1	-2.7	1.1	-1.8	6.4	106.0	10.0	-12.8	10.4	COc1nccnc1NS(=O)(=O)c1ccc(NS(=O)(=O)c2ccc(NC(C)=O)cc2)cc1
0.8	-3.1	2.8	20.0	2.4	85.0	-9.7	-13.5	-13.5	O=c1cc(-c2ccccc2)[nH]c2cc(F)ccc12
1.5	-7.9	1.0	2.9	-6.3	92.0	-9.8	-31.4	21.0	COc1cccc(CN(C)C(=O)c2csc3c2CCCC3)c1OC
0.7	-3.1	-2.8	1.5	4.8	91.0	13.3	-8.4	-6.0	O=C(N/N=C/c1cccc([N+](=O)[O-])c1)c1ccc(COc2ccccc2-c2ccccc2)cc1
-1.1	-5.2	-1.4	-5.1	2.6	99.0	-15.2	-4.7	14.3	CCc1ccccc1N(CC(=O)NC1CCCCC1)C(=O)CCC(=O)Nc1ccccn1
-3.2	-1.8	3.0	1.8	5.2	97.0	-11.9	-6.6	-40.0	Cc1ccc(Nc2nnc(SCC(=O)Nc3cccc(S(=O)(=O)NC4=NCCCCC4)c3)s2)cc1
1.5	3.6	2.9	14.6	-3.6	x	0.2	x	x	CCN(C(=O)CSc1nnc(-c2ccc3c(c2)OCO3)o1)C1CCS(=O)(=O)C1 (stereo unspecified)
3.3	-3.1	-0.6	4.8	-7.8	110.0	3.3	-0.6	7.1	COc1ccc(Cl)cc1NC(=O)CCN1CCN(C)CC1
-0.7	-1.7	7.6	12.6	1.9	97.0	-2.4	-4.9	23.8	CN(C(=O)CC1C(=O)NCCN1Cc1ccccc1F)C1CCOCC1 (stereo unspecified)
-1.3	-3.5	0.7	-0.6	6.4	112.0	3.2	-5.0	-2.9	Cc1cc(C(=O)COC(=O)c2csc3c2CCCC3)c(C)n1C
-0.1	-3.6	5.5	-8.0	-3.1	94.0	2.8	-1.1	-2.2	Cc1ccc2c(c1)c(C)c(C)n2CC(O)Cn1nc(C)c(Br)c1C (stereo unspecified)
-0.5	-1.0	-3.2	-19.1	7.7	95.0	-5.4	-0.8	29.0	CN(C(=O)C1CCCN(c2ncnc3c2nc2n3CCCCC2)C1)c1cccc(Cl)c1 (stereo unspecified)
-1.3	-5.1	3.2	-2.6	x	x	17.2	x	x	CC(OC(=O)c1ccc(-n2cnnn2)cc1)C(=O)N(C)c1ccccc1 (stereo unspecified)
1.0	-2.6	-0.1	-4.5	-2.1	91.0	1.8	-1.0	25.1	COc1ccc(C(C(=O)NC(C)(C)C)N(C(=O)Cn2nnc3ccccc32)c2ccc(C(C)=O)cc2)cc1O (stereo unspecified)
0.4	0.4	4.6	-4.8	-1.4	103.0	-5.2	-4.0	33.3	C=CCn1c(CCCOc2ccc(Cl)cc2Cl)nnc1SCC(=O)Nc1nccs1
16.1	-11.9	-4.0	-7.1	2.3	100.0	-33.5	-5.9	13.8	CCN1CCN(c2ncnc3scc(-c4ccc(C)cc4)c23)CC1
-1.5	-1.6	3.8	3.6	10.8	x	-13.7	-0.1	83.5*	c1coc(-c2nn3c(-c4ccco4)nnc3s2)c1
-2.1	-8.6	1.4	-4.4	3.5	103.0	-14.6	-7.2	27.9	CCCCN(C(=O)CCC(=O)Nc1cc(C)on1)C(C(=O)NC1CCCC1)c1ccccc1C (stereo unspecified)
0.2	1.1	4.0	4.0	-2.1	x	-4.8	x	x	CCOc1ccc(NS(=O)(=O)c2cc(C(=O)NCC3CCCO3)ccc2Cl)cc1 (stereo unspecified)

Filtered by structure: those above with fluorine
CRFR2-BP ag	GalR3 antagonist	IDE act	CHRM4 PAM	IDE inh	MEKK3 PB1 HTS	CRFR2-BP antag	p-CIP stab down	PHOSPHO1 inh	mol
-5.1	5.7	-0.3	10.2	9.2	107.0	23.8	-2.2	14.8	CCOC(=O)C1CCCN(CC(=O)Nc2c(F)c(F)c(F)c(F)c2F)C1 (stereo unspecified)
0.8	-3.1	2.8	20.0	2.4	85.0	-9.7	-13.5	-13.5	O=c1cc(-c2ccccc2)[nH]c2cc(F)ccc12
-0.7	-1.7	7.6	12.6	1.9	97.0	-2.4	-4.9	23.8	CN(C(=O)CC1C(=O)NCCN1Cc1ccccc1F)C1CCOCC1 (stereo unspecified)

Other structures:
CRFR2-BP ag	GalR3 antagonist	IDE act	CHRM4 PAM	IDE inh	MEKK3 PB1 HTS	CRFR2-BP antag	p-CIP stab down	PHOSPHO1 inh	mol
-0.9	3.1	4.7	-2.1	2.0	98.0	-11.5	-13.9	-30.1	COc1cccc(/C=N/NC(=O)CNC(=O)/C=C\c2ccccc2)c1O
0.0	-1.5	6.4	-0.1	5.4	107.0	1.1	-2.5	16.2	CCOC(=O)CC1NC(=O)c2ccccc21 (stereo unspecified)
8.5	-1.5	x	3.1	x	x	16.7	x	x	CN(C(=O)COC(=O)Cc1ccc(Br)cc1)c1c(N)n(Cc2ccccc2)c(=O)[nH]c1=O
6.6	-0.7	0.0	10.6	8.7	x	-6.4	x	x	Cc1ccc(NC(=O)CCNS(=O)(=O)c2ccccc2)cc1S(=O)(=O)N1CCOCC1
-3.5	-5.2	-2.0	-8.5	4.0	62.0	6.7	-9.7	20.3	Cn1c(SCc2ccccc2)nc(C(F)(F)F)cc1=O
1.2	-9.9	-2.1	2.9	-1.6	102.0	-2.5	-22.1	17.4	N=Nc1c(O)n(CC(=O)Nc2ccccc2)c2ccccc12
-0.7	-0.2	-4.6	3.2	9.8	88.0	-2.9	-16.7	32.1	CC1(CCc2ccccc2)NC(=S)N(c2ccc(Cl)cc2)N1 (stereo unspecified)
2.7	-1.0	-0.2	-9.9	1.8	x	-10.4	x	x	CN(c1ccc(OCC(=O)OCc2nnc(-c3ccccc3)o2)cc1)S(=O)(=O)c1ccc(Cl)cc1
1.1	4.0	-5.4	6.0	9.8	82.0	-1.0	-2.8	-6.1	Cc1cc(=O)[nH]c(SCCOc2cccc(C(F)(F)F)c2)n1
0.0	-3.0	-2.8	-1.4	2.1	92.0	-13.9	-0.2	1.8	Cc1ccsc1/C=N/NC(=O)Cc1ccc(Cl)cc1
-1.7	-9.0	1.1	6.3	-0.8	100.0	1.9	-6.9	14.6	Cn1c(=O)c(=O)n(C)c2cc(N3CCOCC3)c(NS(=O)(=O)c3ccc(Br)cc3)cc21
-1.1	0.5	7.0	-2.1	x	x	41.6	x	x	Oc1cccc(C=NNc2ccccn2)c1
0.0	-3.4	-2.6	3.4	4.1	92.0	-11.1	-17.0	-4.6	O=c1[nH]c(Cc2cccs2)nc2ccccc12
-2.0	-4.1	4.6	2.1	0.5	x	8.2	x	x	COc1cccc(C(=O)Nc2cccc(S(=O)(=O)NC3=NCCC3)c2)c1
-1.3	-7.7	0.8	0.4	0.5	97.0	-6.2	-14.0	-23.5	COc1ccc2[nH]c(=O)c(CN(C(=O)C(C)C)c3ccccc3OC)cc2c1
-2.7	-2.2	-9.1	-3.9	7.5	99.0	-39.5	-15.1	11.1	Cc1ccc(C)c(OCc2nc(-c3cccnc3)no2)c1
1.1	0.6	1.5	4.7	-0.6	103.0	0.0	-15.9	6.7	CCOC(=O)C1=C(C)NC(=O)NC1c1cccnc1 (stereo unspecified)
-1.4	-0.5	3.1	1.1	1.4	89.0	3.5	-12.4	26.8	N#Cc1c(-c2ccc(Br)cc2)nc2n(c1=O)CCCS2
-0.9	-4.7	0.9	-10.3	-2.7	93.0	-3.8	5.5	21.4	COc1cc(S(=O)(=O)N2CCCCCC2)ccc1-n1cnnn1
7.1	-1.9	4.6	5.7	2.6	x	13.9	x	x	COc1cc([C@H]2OC[C@H]3[C@@H]2CO[C@@H]3c2ccc(O[C@H]3O[C@H](CO)[C@@H](O)[C@H](O)[C@H]3O)c(OC)c2)ccc1O[C@@H]1O[C@H](CO)[C@@H](O)[C@H](O)[C@H]1O
5.7	-2.9	4.8	3.7	5.7	92.0	-13.8	-1.6	17.5	COc1ccc(OC)c(/C=N/c2oc(-c3ccco3)c(-c3ccco3)c2C#N)c1
-0.7	-5.9	3.0	-3.3	1.2	145.0*	-7.3	1.7	-5.2	CCN(CC)c1ccc(C(=O)NC(=S)N2CCN(Cc3ccc4c(c3)OCO4)CC2)cc1
6.3	-6.3	x	-7.6	3.1	101.0	-9.3	-2.9	8.3	CCOC(=O)c1c(CC(C)C)csc1/N=C/C1=C(O)CCCC1=O
x	x	x	x	-6.4	98.0	x	-2.4	8.6	COc1ccc(C(=O)/C=C/Nc2ccc(S(=O)(=O)Nc3ncccn3)cc2)cc1
0.7	-2.0	2.9	-5.2	2.5	99.0	1.4	-19.7	32.3	O=c1[nH]c2ccc(F)cc2[nH]c1=O
-1.2	8.4	6.5	2.0	4.7	94.0	23.1	-15.4	24.4	COC(=O)c1cc(C(=O)OC)cc(N2C(=O)CC(NNC(=O)c3ccccc3Br)C2=O)c1 (stereo unspecified)
